Bioassay records as filed in PubChem BioAssay.
mIAP act – activators of mouse IAP, primary screen, biochemical, luminescence, uHTS; muIAP, CDP-Star luminescence, 30 min; stronger effect = higher value; 1 = vehicle-only enzyme signal, 0 = enzyme-free wells; activation factor at 10 µM; 330,000 compounds, 0.24% hits; intestinal alkaline phosphatase [Mus musculus];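 active means activation factor of at least 2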; further: the source names both 10 and 20 µM as test concentration; values of inactives mirror those of a sister screen read the other way
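Assay system: mouse IAP enzyme; Reagent: CDP-Star chemiluminescent phosphatase substrate; Compound: DMSO-dissolved test compounds; Incubation: 30 min, room temperature; Technique: luminescence from enzymatic CDP-Star hydrolysis; Controls: DMSO-only wells and no-enzyme negative control.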
A3A deaminase – APOBEC3A ssDNA deaminase inhibitors, primary screen, selectivity assay for APOBEC3G inhibitor project, biochemical, FAM/TAMRA oligo cleavage fluorescence; DNA dC->dU-editing enzyme APOBEC-3A (Homo sapiens), P31941; recombinant A3A, FAM/TAMRA ssDNA deamination fluorescence; inhibition, % at 20 µM; 330,000 compounds, 0.41% hits; AID 493011, 2011;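 active means at least 40% inhibition at 20 µM here, with at most 30% in a related deaminase screen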;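 further: plate controls were A3A with DMSO for no effect and wells lacking A3A enzyme for full effect; some results filed as inactive read as strong as hits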
Target sequence (P31941 whole entry, looked up): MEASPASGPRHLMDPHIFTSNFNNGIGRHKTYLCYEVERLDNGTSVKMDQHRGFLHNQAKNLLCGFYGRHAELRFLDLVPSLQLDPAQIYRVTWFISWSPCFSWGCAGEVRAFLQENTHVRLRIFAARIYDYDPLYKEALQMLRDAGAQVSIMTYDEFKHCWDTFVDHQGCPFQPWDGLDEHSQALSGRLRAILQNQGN
hIAP act – human IAP activators, primary screen, biochemical, luminescence, uHTS; Intestinal-type alkaline phosphatase (Homo sapiens), P09923; purified human IAP, CDP-Star luminescence, 30 min; stronger effect = higher value; 1 = vehicle-only enzyme, 0 = enzyme-free background; activation factor at 10 µM; 330,000 compounds, 0.16% hits; AID 2524, 2010;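 active means activation factor of the enzyme at least 2-fold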; further: the source names both 10 and 20 µM as test concentration; values of inactives mirror those of a sister screen read the other way
mIAP block – inhibitors of mouse IAP, primary screen, biochemical, luminescence, uHTS. intestinal alkaline phosphatase [Mus musculus]. purified mouse IAP, CDP-Star luminescence, 30 min. inhibition, % at 10 µM. 330,000 compounds, 0.2% hits. AID 2806, 2010;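 active means inhibition of at least 40% at 10 µM in the primary screen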;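 further: plate controls were DMSO with enzyme for no effect and no enzyme wells for full effect; values of inactives mirror those of a sister screen read the other way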
GRIN3A LBD mod – binders of NR3A ligand-binding domain, primary screen, biophysical, differential scanning fluorimetry, uHTS; AID 1259313, 2017; 340,000 compounds, 2.5% hits; Tm shift relative to glycine control, % at 25 µM; NR3A LBD differential scanning fluorimetry, Tm shift; 0% = protein alone, 100% = glycine-bound protein;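 active means melting temperature shift of at least 10% of the positive control shift, at one fixed dose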
beta cell repl – inducers of MIN6 beta-cell proliferation, primary screen, ATP luminescence, uHTS; 330,000 compounds, 0.29% hits; MIN6 cells proliferation, ATPlite luminescence, 48 h; cells starved in 0.2% serum; 100% = growth in 10% serum; proliferation, % at 10 µM;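 active means compounds whose signal lies at least 3.5 SD above the mean of all wells on their plate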;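 further: 0% = DMSO-treated cells in low-serum medium and 100% = 10% serum control; some compounds called inactive have numbers as strong as hits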
APOBEC3G inh – APOBEC3G DNA deaminase inhibitors, primary screen, biochemical, fluorescence, single-stranded DNA substrate, uHTS | recombinant A3G, ssDNA deamination FAM/TAMRA fluorescence | DNA dC->dU-editing enzyme APOBEC-3G (Homo sapiens), Q9HC16 | 330,000 compounds, 0.28% hits | AID 493012, 2011 | inhibition, % at 20 µM;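 active means inhibition of at least 40% at 20 µM, with no more than 30% in the related APOBEC3A deaminase screen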;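 further: plate controls were DMSO wells with A3G for no effect and wells lacking A3G enzyme for full effect; some compounds called inactive have numbers as strong as hits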
Target sequence (Q9HC16 whole entry, looked up): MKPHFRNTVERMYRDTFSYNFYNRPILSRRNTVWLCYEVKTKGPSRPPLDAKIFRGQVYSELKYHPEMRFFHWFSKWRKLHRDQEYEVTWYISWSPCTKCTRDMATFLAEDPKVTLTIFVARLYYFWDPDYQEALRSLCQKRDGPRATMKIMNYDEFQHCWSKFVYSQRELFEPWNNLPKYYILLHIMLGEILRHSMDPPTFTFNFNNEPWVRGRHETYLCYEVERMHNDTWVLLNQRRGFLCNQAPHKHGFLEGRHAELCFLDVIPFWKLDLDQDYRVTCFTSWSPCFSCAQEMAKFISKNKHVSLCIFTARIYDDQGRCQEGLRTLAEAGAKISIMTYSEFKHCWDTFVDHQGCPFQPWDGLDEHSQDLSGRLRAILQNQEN
hIAP block – human IAP inhibitors, primary screen, biochemical, luminescence, uHTS; AID 2544, 2010; purified IAP, CDP-Star luminescence, 30 min; inhibition, % at 10 µM; 330,000 compounds, 0.12% hits;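 active means inhibition reaching a set limit with compound at 10 µM in the primary screen, cut at about 35% in these data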;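 further: plate controls were DMSO wells with enzyme for no effect and no-enzyme buffer wells for full effect; values of inactives mirror those of a sister screen read the other way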
MPTP inh – mitochondrial permeability transition pore inhibitors, primary screen, biochemical, isolated mouse mitochondria, absorbance. Ca2+ swelling absorbance, 30 min. inhibition, % at 10 µM. 360,000 compounds, 1.4% hits. AID 602449, 2012;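 active means inhibition of 50% or more, scaled per plate between neutral and stimulator controls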;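 further: 0% = DMSO wells given calcium and 100% = 1 mM EGTA wells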
Active calls of the source: *; x = not tested or not shown.

SMILES	mIAP act	A3A deaminase	hIAP act	mIAP block	GRIN3A LBD mod	beta cell repl	APOBEC3G inh	hIAP block	MPTP inh
CCOc1ccc(S(=O)(=O)N2CCC(C(=O)N3CCN(c4ccccc4)CC3)CC2)cc1	1.1	-1	1.1	-8	0	-4	-4	-12	-0.4
COc1cc(NC(=O)Cc2ccc(F)cc2)cc(OC)c1OC	0.94	-4	0.96	6	0	-3	-7	4	2.9
COC(=O)c1ccc(Sc2ccc(F)cc2)c(N)c1	0.86	0	0.93	14	2	1	-3	7	-3.0
O=C(OCCCCN1C(=O)c2ccccc2C1=O)c1ccc(S(=O)(=O)N2CCCC2)cc1	0.95	1	0.98	5	1	-5	-5	2	1.1
Cn1nc(-c2ccc(C(=O)NCCO)cc2)c2ccccc2c1=O	1.1	-2	1.2	-12	-1	-2	-1	-18	2.2
CCOC(=O)c1c(C)[nH]c(C(C)=O)c1C	0.99	0	0.8	1	-2	1	-3	20	2.4
CC(C)(C)OC(=O)N1CCC(NC(=O)c2[nH]cnc2C(=O)N[C@@H](Cc2ccccc2)C(=O)OCc2ccccc2)CC1	0.94	1	1.4	6	-10	-8	-2	-35	0.6
O=C(O)c1ccccc1CSc1nc2ccccc2n1Cc1ccccc1C(=O)O	0.97	-4	0.9	3	-1	2	-7	10	-0.5
Cc1cccc(NC(=O)CSc2nnc(C)n2Cc2ccccc2)c1	0.94	1	0.97	6	0	-1	-1	2	1.5
CCCCN(C(=O)c1ccc(N2CCCC2=O)cc1)c1c(N)n(CC(C)C)c(=O)[nH]c1=O	1.1	1	0.86	-8	2	4	-2	14	-1.9
COc1ccccc1NC(=O)CSc1nccn1Cc1ccc(F)cc1	0.99	-3	1.2	1	-2	6	-7	-16	0.7
COC(=O)c1c(C)[nH]c(C(=O)C(C)OC(=O)C2CC2)c1C (stereo unspecified)	0.88	0	0.97	12	1	7	-4	3	0.1
CC(=O)Nc1sc(NC(=O)c2ccco2)nc1-c1cccs1	0.93	0	0.79	7	-1	0	-2	21	-0.3
CCOc1ccc(NC(=O)Nc2ccc3c(c2)nnn3C)cc1	1.1	-3	0.95	-15	16*	-3	-8	5	0.1
CCOCCSc1nnc2nc(C)cc(C)n12	1.1	-2	1	-13	3	-2	-8	-1	-5.5
Cc1noc(NC(=O)c2ccc(Cl)c(Cl)c2)c1Cl	1.1	-1	1	-9	-3	-2	-7	0	10
CCc1cc(=O)[nH]c(SCc2ccc(C)cc2)n1	0.97	-5	1	3	-3	0	-7	0	-0.9
CCOC(=O)c1oc2ccccc2c1NC(=O)c1ccccc1OC	0.97	2	0.93	3	-5	5	2	8	1.8
CCCCCCSc1ccc([C@@H]2[C@@H]3C(=O)N(C)C(=O)[C@@H]3[C@]3(C(=O)OC)CCCCN23)cc1OC	1.1	-5	1.1	-9	-8	-9	-2	-8	2.0
Cc1ccc(S(=O)(=O)N(CC(O)CN2CCCCC2)c2ccccc2)cc1 (stereo unspecified)	1	0	0.92	-3	-1	-3	-2	8	-0.4
C=C(C)c1cccc(C(C)(C)NC(=O)N2CCCC2)c1	0.98	5	1.2	2	-1	-1	1	-16	-0.4
CC(NC(=O)c1ccc(F)cc1Cl)C1CC2CCC1C2 (stereo unspecified)	1	0	1	-1	-2	0	-15	-4	-0.2
CC(C)(C)NC(=O)C1CC(=O)OC1(C)C (stereo unspecified)	0.88	1	0.88	12	-2	1	-5	12	0.0
CCOCCCn1c(SCc2ccccc2)nnc1-c1ccncc1	0.95	3	0.89	5	-1	0	-9	11	0.4
C1=Nc2ccccc2CN1c1ccccc1	1	-3	1	-2	1	-4	-6	-4	0.3
Cc1ccc(C)c(CN2CCNC2=O)c1	1.1	5	0.87	-7	0	1	2	13	-1.1
C=CCn1c(COc2ccccc2)nnc1SCc1ccc(C#N)cc1	1	-2	1.1	-1	-2	-1	-2	-15	-1.9
Cc1nc2scc(-c3ccccc3)c2c(=O)n1N	0.98	-4	0.97	2	-1	-5	-3	3	0.1
Cn1ccnc1SCC(=O)Nc1ccc(Oc2ccccc2)cc1	0.93	-2	1.2	7	-1	-1	-4	-18	2.4
CN(C)S(=O)(=O)N1CCN(S(=O)(=O)c2ccc3ccccc3c2)CC1	0.97	-4	0.93	3	-1	1	-6	7	0.9
O=C1C(Cc2ccc(O)cc2)NC(=S)N1C1CCCCC1 (stereo unspecified)	0.97	-1	0.89	3	0	0	-9	12	1.1
COc1ccc(CCN2C(=O)CC(NNC(=O)c3ccccc3Br)C2=O)cc1OC (stereo unspecified)	1	-5	1	-3	-5	1	-7	-1	-1.1
Cc1ccc(OCCC(=O)OCC(=O)c2ccc3c(c2)NC(=O)CO3)cc1	1.1	-5	1.1	-10	0	-1	-9	-9	-0.4
Cc1nn(-c2ccc(F)cc2)c(Cl)c1/C=N/NC(=O)c1cccs1	0.94	-3	0.98	6	-5	1	-8	2	0.8
Fc1ccc(OCCCCCN2CCCC2)cc1	1	0	1.1	-3	-1	-1	2	-15	1.3
O=C(COC(=O)c1ccc(O)cc1)Nc1ccc(S(=O)(=O)N2CCOCC2)cc1	1.1	-2	1.1	-7	2	-3	-7	-8	-1.3
COc1ccccc1C(=O)NCC(=O)OCC(=O)Nc1nnc(-c2ccccc2)o1	0.87	-3	0.98	13	0	-1	-7	2	-0.4
C=C1c2cc(OC)ccc2NC(=O)N1CC	1	-1	1	-3	0	2	-1	0	-0.3
CC(=O)N1CCc2cc(S(=O)(=O)NCCC(=O)Nc3cccc(C)c3C)ccc21	0.98	-2	1.1	2	2	1	-3	-7	-3.8
CCn1c(SCCC(=O)Nc2ccccc2)nnc1-c1ccc(OC)cc1	1.2	-7	0.94	-17	0	-2	-4	6	-0.9
COc1ccc(/C=C2\CCCc3c2nc2ccccc2c3C(=O)O)cc1OC	0.87	-7	1	13	x	4	-13	-2	x
COc1cc(OC)c2c(-c3ccccc3)cc(=O)oc2c1C(CCN1CCN(c2ccccc2)CC1)c1ccc(N(C)C)cc1 (stereo unspecified)	0.88	-2	1.2	12	-1	-6	-10	-17	4.7
Cc1ccc(N(CN2C(=O)C3CC=CCC3C2=O)C(=O)c2ccco2)cc1Cl (stereo unspecified)	1	-3	0.88	-4	-1	3	-5	12	0.6
CCC(=O)NC(=S)Nc1cccc(NC(=O)CC)c1	0.97	-6	0.85	3	1	-3	-6	15	-1.8
O=C(NCC1CCCO1)c1ccc(CS(=O)(=O)c2ccc(Br)cc2)o1 (stereo unspecified)	0.96	4	0.88	4	0	-5	0	12	-0.2
O=C(CC1C(=O)NCCN1C(=O)c1ccc([N+](=O)[O-])cc1)Nc1cccc(Cl)c1 (stereo unspecified)	0.9	4	0.85	10	1	2	1	15	-0.2
Cc1cc(C)c(NC(=O)CNC(=O)CN(C)Cc2ccc(Br)s2)c(C)c1	1.1	0	0.86	-10	-1	-2	-4	14	0.9
CN(C)/C=C(\C(=O)c1ccc(F)cc1F)c1nnnn1-c1ccccc1	0.99	-4	0.96	1	0	-2	-9	4	0.0
Cc1ccc(N2C(=O)C3ON(c4ccccc4)C(c4ccncc4)C3C2=O)c(C)c1 (stereo unspecified)	1	10	0.89	-2	1	-2	-5	11	-0.9
NC(=O)C1(N2CCCCC2)CCN(C(=O)CSc2nc3ccccc3[nH]2)CC1	1	-1	1.1	-1	0	0	-4	-6	9.7
O=C(NC(O)C(=O)c1ccccc1)c1ccc(F)cc1 (stereo unspecified)	1.1	2	0.96	-8	0	-1	1	4	0.4
Cc1cc(NS(=O)(=O)c2c(C)c(C)cc(C)c2C)no1	0.98	-3	0.96	2	2	1	-4	4	-0.5
CN1C(=O)C2(c3ccccc31)C1CCCC=C1C(C#N)=C(N)C2(C#N)C#N (stereo unspecified)	1	-3	0.89	-1	-3	1	-3	11	-0.3
Cc1cccc(N(CC(=O)NCc2ccccc2)C(=O)CCC(=O)Nc2nccs2)c1	0.99	0	0.99	1	-1	-4	-4	1	0.2
CCOc1ccc2[nH]c(C)c(CN(C)C)c(=O)c2c1	0.98	-1	1	2	-2	-3	-5	-2	1.2
Cc1c(C)n(C)c2ccc(C(=O)NCCCN(C)C3CCCCC3)cc12	0.95	-2	1.4	5	4	-8	-1	-38	-0.8
C=CCNC(=O)c1cc2c(=O)c3ccccc3oc2nc1C	1	-1	1	0	0	4	-1	0	-1.4
CC(=O)Nc1ccc2[nH]c3ccccc3c2c1	1.1	-1	1.1	-6	-13	-2	-2	-8	-1.1
CCc1ccc([C@@H]2CC=C(C(=O)O)[C@H](c3ccc(Cl)cc3)N2S(=O)(=O)c2ccc(C)cc2)cc1	0.97	0	1.1	3	-10	-8	-6	-11	3.4

11 consecutive compounds from above, for reference:
SMILES	mIAP act	A3A deaminase	hIAP act	mIAP block	GRIN3A LBD mod	beta cell repl	APOBEC3G inh	hIAP block	MPTP inh
Cc1ccc(N2C(=O)C3ON(c4ccccc4)C(c4ccncc4)C3C2=O)c(C)c1 (stereo unspecified)	1	10	0.89	-2	1	-2	-5	11	-0.9
NC(=O)C1(N2CCCCC2)CCN(C(=O)CSc2nc3ccccc3[nH]2)CC1	1	-1	1.1	-1	0	0	-4	-6	9.7
O=C(NC(O)C(=O)c1ccccc1)c1ccc(F)cc1 (stereo unspecified)	1.1	2	0.96	-8	0	-1	1	4	0.4
Cc1cc(NS(=O)(=O)c2c(C)c(C)cc(C)c2C)no1	0.98	-3	0.96	2	2	1	-4	4	-0.5
CN1C(=O)C2(c3ccccc31)C1CCCC=C1C(C#N)=C(N)C2(C#N)C#N (stereo unspecified)	1	-3	0.89	-1	-3	1	-3	11	-0.3
Cc1cccc(N(CC(=O)NCc2ccccc2)C(=O)CCC(=O)Nc2nccs2)c1	0.99	0	0.99	1	-1	-4	-4	1	0.2
CCOc1ccc2[nH]c(C)c(CN(C)C)c(=O)c2c1	0.98	-1	1	2	-2	-3	-5	-2	1.2
Cc1c(C)n(C)c2ccc(C(=O)NCCCN(C)C3CCCCC3)cc12	0.95	-2	1.4	5	4	-8	-1	-38	-0.8
C=CCNC(=O)c1cc2c(=O)c3ccccc3oc2nc1C	1	-1	1	0	0	4	-1	0	-1.4
CC(=O)Nc1ccc2[nH]c3ccccc3c2c1	1.1	-1	1.1	-6	-13	-2	-2	-8	-1.1
CCc1ccc([C@@H]2CC=C(C(=O)O)[C@H](c3ccc(Cl)cc3)N2S(=O)(=O)c2ccc(C)cc2)cc1	0.97	0	1.1	3	-10	-8	-6	-11	3.4
